Screening data as filed in PubChem.
BCR signal inh: chronic active BCR signaling inhibition | ABC-DLBCL IkBa-CBG/CBR reporter, luminescence ratio, 4 h | Potency, µM (highest dose often 46.1 µM), for inactives: top-dose ratio change, negative = lower green/red ratio, usual class: inhibitors | actives 0.05% (n = 340,000); active = well fitted inhibition curve with a large enough effect in the signal ratio, with a control signal flat, not every such curve was filed as active; inconclusive = small, poorly fitted or top-dose-only effect, or effect the other way, or a change in a side signal; the % refers to the signal ratio;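 also: potency is read from the fitted curve at half-maximal effect; plate controls were basal doxycycline-induced cells for no effect and cells given 10 µM MG132 for full effect; MG132 reads +100%, hits lower the ratio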
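Compounds up to 46 uM were incubated four hours with TMD8 cells whose green CBG68 luciferase is fused to IkappaBalpha; red CBR luminescence normalised the signal, and concentration-effect curves were fitted to fusion, red and ratio data.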
USP2a block: blocks human ubiquitin-specific protease USP2a; actives 0.01% (n = 330,000); USP2 core, Ub-CHOP2 coupled fluorogenic reporter, 485/531; Potency, µM (highest dose often 38.3 µM), without a hit: top-dose activity change, negative = inhibition, most hits filed as inhibitors; O75604;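 also: potency is read from the fitted curve at half-maximal effect; plate controls were DMSO wells for no effect and full inhibition by NEM control for full effect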
Target sequence (O75604 whole entry, looked up): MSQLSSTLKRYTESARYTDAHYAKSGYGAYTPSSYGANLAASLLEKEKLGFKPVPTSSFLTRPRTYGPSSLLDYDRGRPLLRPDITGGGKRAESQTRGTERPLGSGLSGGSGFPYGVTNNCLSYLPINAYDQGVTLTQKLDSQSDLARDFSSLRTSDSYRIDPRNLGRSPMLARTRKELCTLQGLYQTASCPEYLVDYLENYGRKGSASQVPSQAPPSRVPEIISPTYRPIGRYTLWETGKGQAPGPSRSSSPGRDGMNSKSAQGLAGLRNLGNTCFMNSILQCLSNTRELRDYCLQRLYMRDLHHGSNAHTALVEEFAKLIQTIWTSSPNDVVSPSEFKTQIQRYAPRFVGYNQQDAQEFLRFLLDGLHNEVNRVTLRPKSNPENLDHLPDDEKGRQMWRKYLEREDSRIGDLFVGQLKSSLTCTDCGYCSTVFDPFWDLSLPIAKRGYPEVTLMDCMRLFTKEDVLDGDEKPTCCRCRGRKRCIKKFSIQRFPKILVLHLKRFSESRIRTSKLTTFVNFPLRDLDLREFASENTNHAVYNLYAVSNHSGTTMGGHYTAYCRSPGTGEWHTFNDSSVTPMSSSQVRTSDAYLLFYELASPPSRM
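Cell-free coupled assay: 10nM USP2 core preincubated 30min RT with compound in Tris-HCl pH 8.0/CaCl2/CHAPS buffer, then 25nM Ub-CHOP2 and 25nM reporter substrate; fluorescence (Ex 485/Em 531) read after 60min RT, normalized to NEM inhibition, concentration-response curves fitted.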
Mito fusion yeast: blocks mitochondrial division or promotes mitochondrial fusion; actives 0.23% (n = 320,000); Potency, µM (highest dose often 46.1 µM), inactives show at the highest dose growth rescue (activation), usual class: activators; S. cerevisiae fusion-defective mutant growth rescue, CellTiterGlo 48 h;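 also: potency is read from the fitted curve at half-maximal effect; % of control where 0% means no effect; nearly all actives have a fitted effect of over 45% in size; temperature-sensitive fusion mutants such as fzo1-1 at 37 °C on non-fermentable ethanol glycerol medium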
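Temperature-sensitive fusion-defective S. cerevisiae (e.g. fzo1-1, mgm1-5) were grown with compound in YPEG medium (3% ethanol, 3% glycerol) for 48 hours at 37C. Growth rescue was measured as viability by CellTiterGlo luminescence after 10 minutes at ambient.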
Tb PFK block: blocks T. brucei phosphofructokinase | O15648 | T. brucei PFK, ADP-Glo luminescence | Potency, µM (doses to about 57.5 µM), without a hit: at the highest dose activity, negative = inhibition, hits mostly inhibitors | actives 0.17% (n = 330,000);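 also: potency is read from the fitted curve at half-maximal effect; 0% = uninhibited 1x PFK enzyme wells and -100% = no-enzyme wells; nearly all actives have a fitted effect of over 60% in size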
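PFK 1.25 nM, F6P 0.5 mM, ATP 0.1 mM, 0.1 M TEA pH 8.0, 5 mM MgCl2, 0.01% Tween20, 0.1% BSA; 45 min RT. ADP-Glo readout. qHTS titration up to 57 uM; curves fitted, compounds curve-classed.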
B2AR arrestin: recruits beta-arrestin to the human beta2-adrenergic receptor. P07550. beta-arrestin recruitment to beta2AR, cell-based reporter. Potency, µM (titrated, usually from 46.1 µM), for the others: top-dose activation, actives largely listed as activators. actives 0.02% (n = 330,000);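 also: potency is read from the fitted curve at half-maximal effect; 0% = DMSO controls and full agonism = EC100 isoproterenol or metaproterenol; nearly all actives have a fitted effect of over 65% in size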
Target sequence (P07550 whole entry, looked up): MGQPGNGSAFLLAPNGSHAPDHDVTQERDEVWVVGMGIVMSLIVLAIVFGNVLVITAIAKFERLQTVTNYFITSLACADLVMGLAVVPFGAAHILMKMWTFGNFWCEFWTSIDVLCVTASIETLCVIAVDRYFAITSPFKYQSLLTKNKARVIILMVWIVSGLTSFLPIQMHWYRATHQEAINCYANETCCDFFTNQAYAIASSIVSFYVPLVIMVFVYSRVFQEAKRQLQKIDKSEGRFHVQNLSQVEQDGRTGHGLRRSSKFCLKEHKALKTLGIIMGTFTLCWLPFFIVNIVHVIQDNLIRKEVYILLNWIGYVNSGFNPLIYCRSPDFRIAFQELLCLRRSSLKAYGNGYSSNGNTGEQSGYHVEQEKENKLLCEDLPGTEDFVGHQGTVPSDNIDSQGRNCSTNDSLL
TSHR antag: blocks TSH signaling through the human TSH receptor | TSHR-expressing cells, TSH-stimulated cAMP HTRF, 2 h; hits give low values | actives 0.2% (n = 330,000) | activity change, negative = inhibition, % at 11.5 µM | AID 504810;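 active = activity change below a set negative limit, meaning inhibition stronger than a set level, cut at about -70% in these data; inconclusive = activity change between two set negative limits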; also: % is scaled to controls: 0 for no effect and ±100 for the full control effect
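Read-out is FRET at 665 nm (cryptate excitation 337 nm) from a cryptate-tagged anti-cAMP antibody, competed by cell cAMP against cAMP-d2. Compounds are tested on freshly harvested TSHR cells challenged with 4nM TSH (EC80) for 2 hours at 37 deg C.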
TSG101-PTAP inh: blocks PTAP/TSG101 interaction to inhibit HIV-1 budding. Q99816. 340,000 tested, under 10 active. Fluorescence polarization, FITC-PTAP peptide / Tsg101 binding. Potency, µM (doses to about 115 µM), for inactives: top-dose activity change, negative = inhibition, actives largely listed as inhibitors. AID 493005; active = well fitted inhibition curve with a large enough effect in the main read-out, with a control signal flat, not every such curve was filed as active; inconclusive = small, poorly fitted or top-dose-only effect, or effect the other way, or a change in a side signal; inactive = no such curve, though single readings can be large or run the other way; also: potency is read from the fitted curve at half-maximal effect; % of control where 0% means no effect
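Fluorescence anisotropy tracks displacement of a FITC-tagged PTAP peptide (50 nM) from the Tsg101 binding domain (10 uM), following a 20 min room-temperature incubation at pH 7.5.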
Eya2 inh: Eya2 (human) phosphatase inhibition; O00167; recombinant Eya2, OMFP fluorescence dephosphorylation (OMFP is methylfluorescein phosphate); Potency, µM (titrated, usually from 76.9 µM), for inactives: at the top dose activity, negative = inhibition, actives largely listed as inhibitors; actives 0.006% (n = 330,000); AID 488837; also: potency is read from the fitted curve at half-maximal effect; % is scaled to controls: 0 for no effect and ±100 for the full control effect
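Eya2 (0.2 uM) preincubated 10 min at ambient with compound, then OMFP substrate added at 50 uM; 10 min reaction in 50 mM HEPES pH 7.5, 50 mM NaCl, 5 uM MgCl2, 0.05% BSA, 1 mM DTT. Fluorescence read at Ex 485/Em 525 nm.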
uPA surface inh: blocks generation of uPA at the cell surface; cell surface uPA generation assay, qHTS; Potency, µM (titrated, usually from 38.3 µM), for the others: at the highest dose activity change, negative = inhibition, hits mostly inhibitors; actives 0.31% (n = 330,000); AID 540303; active = well fitted inhibition curve with a large enough effect; inconclusive = small, poorly fitted or top-dose-only effect; inactive = no such curve, though single readings can be large or run the other way; tested in mouse RAW 264.7 cells; also: potency is read from the fitted curve at half-maximal effect; % is scaled to controls: 0 for no effect and ±100 for the full control effect; nearly all actives have a fitted effect of over 55% in size
TCR act: T cell receptor activation | primary human leukocytes, anti-CD3, IL-2 HTRF, 48 h | Potency, µM (series often up to 9.22 µM), inactives show at the top dose activation of IL-2 secretion, most hits filed as activators | 330,000 tested, under 10 active; also: % of control where 0% means no effect
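Readout: HTRF IL-2, Eu-cryptate/d2 antibody pair, 320nm excitation, 665nm emission. Stimulus: a-CD3 beads, no co-stimulation. Cells: primary human leukocytes. Exposure: 48 hr with compound.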
ELG1 DNA repair: blocks ELG1-dependent DNA repair in HEK293T cells; actives 2.3% (n = 330,000); HEK293T ELG1-luciferase reporter, luminescence, 16 h; DNA damage induced by 5-fluorouridine; Potency, µM (top dose mostly 46.1 µM), inactives show at the highest dose activity change, negative = inhibition, actives largely listed as inhibitors; also: potency is read from the fitted curve at half-maximal effect; % is scaled to controls: 0 for no effect and ±100 for the full control effect; nearly all actives have a fitted effect of over 55% in size
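5-Fluorouridine DNA damage + compound/DMSO, 2,000 cells/well, 16 h, 37 °C/5% CO2. ONE-Glo, 30 min RT, luminescence. Readout = decrease in reporter signal.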
Active calls of the source: *; ? = inconclusive; · = not tested or not shown; [ ] = remark or other dose. Unless noted, calls follow the shape of the dose curve; as a rule, active = well fitted curve in the direction sought with a large enough effect; inconclusive = small, poorly fitted or top-dose-only effect, or another doubt; inactive = no such curve, though single readings can be large; an effect the other way counts as inactive or inconclusive.

SMILES	BCR signal inh	USP2a block	Mito fusion yeast	Tb PFK block	B2AR arrestin	TSHR antag	TSG101-PTAP inh	Eya2 inh	uPA surface inh	TCR act	ELG1 DNA repair
O=C(COC(=O)c1cccc([N+](=O)[O-])c1)c1ccc2c(c1)OCO2	-2%	3%	-2%	0%	-0.1%	0	·	-23%	·	·	?
Nc1nnc(SCC(=O)OCC(=O)c2ccccc2Br)s1	?	4%	1%	-3%	0.0%	-19	0%	14%	·	-1%	5%
COc1ccc(CNC(=O)C(C)OC(=O)CO/N=C(\C)c2ccc3c(c2)OCO3)cc1 (configuration not stated)	0%	1%	-1%	-2%	0.0%	-3	1%	-26%	0%	·	10%
Cc1cccn2c(=O)c(C=NCCO)c(NCc3ccco3)nc12	?	2%	6%	0%	-0.4%	-9	-12%	-15%	4%	2%	-6%
Cc1cc(NS(=O)(=O)c2ccc(NC(=O)c3cnc4scc(C)n4c3=O)cc2)nc(C)n1	-14%	4%	8%	?	-0.4%	19	1%	2%	7%	1%[46.1 µM]	?
CCC(C)Sc1nc2c(c(=O)[nH]c(=O)n2C)n1C (configuration not stated)	?	3%	28%	1%	0.2%	-2	0%	9%	-7%	0%	30%
COC(=O)c1cnc2c(c1C(=O)OC)c(=O)n(C)c(=O)n2C	1%	7%	-1%	7%	-0.8%	-10	-1%	1%	0%	-8%[46.1 µM]	0%
O=C(N(c1ccccn1)c1ccccn1)C12CC3CC(CC(Cl)(C3)C1)C2	3%	1%	1%	-6%	-0.3%	-3	-1%	-26%	-8%	2%	1%
COCCCN1C(=O)c2ccc(C(=O)N3CCN(c4ccc(OC)cc4)CC3)cc2C1=O	-1%	-2%	12%	0%	-0.9%	4	1%	11%	-1%	1%	?
O=C(N/N=C1\CCCc2c1[nH]c1ccc(Cl)cc21)c1ccncc1	?	-2%	4%	-6%	-0.4%	3	-7%	11%	?	-6%	?
O=C(O)c1cccc(Nc2nc(N3CCOCC3)nc(N3CCOCC3)n2)c1	-16%	0%	-3%	1%	0.4%	-2	1%	13%	·	-4%	-1%
CN1CCN(Cn2cc(/C=C/C(=O)c3ccccc3)c3ccccc32)CC1	?	0%	13%	0%	-0.7%	-15	-1%	13%	-2%	3%	?
COc1cc(OC)cc(N2C(=O)CC(N3CCC(C(=O)N4CCCCC4)CC3)C2=O)c1 (configuration not stated)	-1%	-1%	-17%	0%	-1.0%	22	0%	-18%	0%	3%	20%
CCOC(=O)c1c(-c2ccc(Cl)cc2)csc1NC(=O)CNCc1ccco1	?	-4%	21%	-1%	-0.7%	2	-1%	-3%	19%	-1%	-21%
O=C(CNC(=S)N(Cc1ccccc1)Cc1cccnc1)NC1CC1	-1%	5%	-7%	3%	-0.3%	-2	-5%	3%	-1%	5%	3%
O=C(CN(C(=O)c1csnn1)c1ccccc1C(F)(F)F)NCc1ccccc1	-5%	1%	2%	0%	-0.4%	-4	-3%	-3%	-4%	0%	-17%
COC(=O)Nc1ccc(Cn2cc(C(F)(F)F)ccc2=O)cc1	3%	0%	3%	-1%	0.3%	33	-4%	-2%	6%	0%	1%
COc1ccccc1NC(=O)CSc1nc(O)cc(=O)[nH]1	2%	1%	-4%	-7%	-0.1%	-1	-2%	6%	-1%	1%	1%
O=C(c1cc2ccccc2o1)n1nnc2ccccc21	0%	4%	1%	5%	0.1%	-5	-5%	32%[15.4 µM]	4%	-7%	4%
Cc1nccn1CCCNCc1c(C(=O)N2CCCCCCC2)nc2ccc(Cl)cn12	-6%	9%	1%	3%	5.6%	-3	-1%	1%	12%	9%	-7%
CCOc1ccc2nc(SCC(=O)c3ccc(C)s3)sc2c1	?	-8%	-2%	2%	-0.4%	8	-9%	-9%	0%	-10%	?
O=C1Cc2ccccc2C(=O)N1Cc1ccccc1	?	0%	-2%	1%	0.0%	-8	-4%	-23%	2%	7%	-3%
COc1ccccc1C(=O)NC(CCSC)C(=O)N1CCC(Cc2ccccc2)CC1 (configuration not stated)	0%	-7%	?	4%	-1.0%	·	-7%	-12%	-7%	3%	?
Clc1ccc(Nc2ccc(-n3ccnc3)nn2)cc1Cl	7%	3%	0%	-5%	-0.4%	-2	0%	-12%	7%	1%	-2%
O=C1CCN(CCCc2ccccc2)CCN1[C@H](CO)c1ccccc1	-8%	-1%	-3%	-4%	-1.2%	11	0%	6%	3%	3%	6%
C=CCOC(=O)/C(=C\c1cccc2ccccc12)NC(=O)c1ccccc1	-16%	1%	4%	-2%	-0.9%	11	-2%	8%	-2%	0%	18%
CCCCn1c(=N)n(CC(=O)c2ccco2)c2ccccc21	-3%	-1%	-4%	-2%	-0.2%	7	-2%	10%	-9%	·	?
COC(=O)c1[nH]c2ccc(C)cc2c1NC(=O)C1=COCCO1	11%	1%	2%	-5%	0.1%	-1	-1%	6%	6%	0%	-15%
COc1ccc(-c2cc(=O)oc3cc(OC(C)C(=O)NC4CC4)ccc23)cc1 (configuration not stated)	2%	1%	0%	0%	-0.8%	14	-2%	-2%	6%	1%	8%
O=C(COC(=O)C1CC2CCCC(C1)C2=O)NNC(=O)c1ccc([N+](=O)[O-])cc1 (configuration not stated)	-5%	-1%	5%	-2%	-0.4%	0	-2%	-13%	-1%	1%	17%
O=c1c2ccccc2nc2n1C(CSc1ccc(F)cc1)CS2 (configuration not stated)	0%	0%	-3%	4%	0.0%	-8	0%	?	7%	6%	-20%
Cc1cc(=O)oc(C)c1C(=O)NCCCN1CCN(c2ccccc2F)CC1	-2%	4%	-6%	0%	-0.1%	2	-3%	-16%	·	17%	7%
COc1ccc(NC(=O)CCNC(=O)c2ccco2)c(OC)c1	5%	3%	5%	-2%	-0.2%	-3	-5%	-7%	1%	11%	19%
Cc1nn(-c2ccc(F)cc2)c2nc(N)c(C#N)c(-c3cccs3)c12	14%	0%	0%	2%	-0.6%	-9	-1%	-23%	13%	3%	?

Fetched by compound from above (four):
SMILES	BCR signal inh	USP2a block	Mito fusion yeast	Tb PFK block	B2AR arrestin	TSHR antag	TSG101-PTAP inh	Eya2 inh	uPA surface inh	TCR act	ELG1 DNA repair
CCC(C)Sc1nc2c(c(=O)[nH]c(=O)n2C)n1C (configuration not stated)	?	3%	28%	1%	0.2%	-2	0%	9%	-7%	0%	30%
COc1ccc(CNC(=O)C(C)OC(=O)CO/N=C(\C)c2ccc3c(c2)OCO3)cc1 (configuration not stated)	0%	1%	-1%	-2%	0.0%	-3	1%	-26%	0%	·	10%
CN1CCN(Cn2cc(/C=C/C(=O)c3ccccc3)c3ccccc32)CC1	?	0%	13%	0%	-0.7%	-15	-1%	13%	-2%	3%	?
O=C(CN(C(=O)c1csnn1)c1ccccc1C(F)(F)F)NCc1ccccc1	-5%	1%	2%	0%	-0.4%	-4	-3%	-3%	-4%	0%	-17%

Part of the list above in order of number of heavy atoms, low to high:
SMILES	BCR signal inh	USP2a block	Mito fusion yeast	Tb PFK block	B2AR arrestin	TSHR antag	TSG101-PTAP inh	Eya2 inh	uPA surface inh	TCR act	ELG1 DNA repair
COc1ccccc1NC(=O)CSc1nc(O)cc(=O)[nH]1	2%	1%	-4%	-7%	-0.1%	-1	-2%	6%	-1%	1%	1%
COC(=O)c1[nH]c2ccc(C)cc2c1NC(=O)C1=COCCO1	11%	1%	2%	-5%	0.1%	-1	-1%	6%	6%	0%	-15%
O=C(COC(=O)c1cccc([N+](=O)[O-])c1)c1ccc2c(c1)OCO2	-2%	3%	-2%	0%	-0.1%	0	·	-23%	·	·	?
